Assay outcomes as filed in PubChem.
eLon inh = inhibitors of E. coli Lon protease, primary screen, biochemical, fluorescence polarization | P0A9M0 | purified E. coli Lon protease | inhibition, % at 7.94 µM | hit rate 0.42% among 360,000 | AID 602123, 2011; in the data active means inhibition above about 13%, passing the limit was not always enough;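 further: 0% = enzyme with probe and DMSO and 100% = no enzyme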
MLLE-PAM2 inh = inhibitors of PABP1 MLLE–PAM2 peptide binding, primary screen, biochemical, fluorescence polarization, FITC-PAM2, GST-MLLE | hit rate 0.36% among 360,000 | inhibition, % at 20 µM | AID 588489, 2011 | Polyadenylate-binding protein 1 (Homo sapiens), P11940; in the data active means inhibition above about 35%, passing the limit was not always enough;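 further: plate controls were DMSO wells with GST-MLLE for no effect and wells lacking GST-MLLE protein for full effect; some results filed as inactive read as strong as hits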
Target sequence (P11940 whole entry, looked up): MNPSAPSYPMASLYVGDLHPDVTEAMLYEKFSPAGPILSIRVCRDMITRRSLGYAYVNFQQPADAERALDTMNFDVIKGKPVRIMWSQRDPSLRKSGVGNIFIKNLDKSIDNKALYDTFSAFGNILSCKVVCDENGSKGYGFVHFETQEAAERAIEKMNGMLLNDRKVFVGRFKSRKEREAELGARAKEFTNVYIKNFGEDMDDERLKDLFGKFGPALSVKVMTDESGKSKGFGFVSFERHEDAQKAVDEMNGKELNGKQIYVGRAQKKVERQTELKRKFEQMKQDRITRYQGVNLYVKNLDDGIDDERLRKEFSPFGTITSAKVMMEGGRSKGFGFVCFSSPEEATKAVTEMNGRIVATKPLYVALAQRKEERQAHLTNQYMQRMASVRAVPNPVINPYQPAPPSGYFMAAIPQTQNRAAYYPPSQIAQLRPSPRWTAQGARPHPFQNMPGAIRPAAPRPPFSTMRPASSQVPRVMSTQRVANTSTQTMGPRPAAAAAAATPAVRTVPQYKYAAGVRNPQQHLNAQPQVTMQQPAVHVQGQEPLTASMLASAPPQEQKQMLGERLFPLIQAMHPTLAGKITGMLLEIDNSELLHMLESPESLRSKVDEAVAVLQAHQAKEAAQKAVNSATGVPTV
CendR NRP1 mod = modulators of CendR peptide binding to NRP-1, primary screen, biochemical, fluorescence polarization, uHTS | Neuropilin-1 (Homo sapiens), O14786 | FAM-RPARPAR peptide binding to NRP-1 | inhibition, % at 25 µM | hit rate 0.85% among 360,000 | AID 602438, 2012;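 active means inhibition or corrected inhibition above about 18%, plus a signal ratio from 0.5 to 1.5, limit read from the data, passing the limit was not always enough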; further: strong numbers were not always called active
TbMetRS inhib = T. brucei MetRS inhibitors, primary screen, biochemical, luminescence | purified T. brucei MetRS, ATP depletion, Kinase-Glo luminescence | methionyl-tRNA synthetase (Trypanosoma brucei brucei) | hit rate 0.4% among 360,000 | inhibition, % at 11.9 µM;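 active means inhibition above a per-plate cutoff of the control wells' mean inhibition plus 3 SD, cut at about 5.5% in these data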;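 further: 0% = DMSO wells median and 100% = median of wells with control inhibitor compound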
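Test system – parasite MetRS enzyme · Reagent – substrates ATP, L-methionine and bulk Escherichia coli tRNA · Doses – 11.9 µM compound single dose, 0.9% DMSO · Times – 15 min enzyme-compound preincubation, 2 h reaction, 10 min detection, 25 °C · Signal – Kinase-Glo luminescence, ATP depletion format · Controls – DMSO-only wells as low control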
MT1-MMP act inh = blockers of MT1-MMP proenzyme processing, primary screen, HT1080 RFP-PRO-GFP cells, GFP/RFP fluorescence; Matrix metalloproteinase-14 (Homo sapiens), P50281; GFP/RFP ratio fluorescence, overnight; percent of plate control window, DMSO zero; GFP/RFP ratio change, % at 20 µM; hit rate 0.061% among 360,000;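 active means GFP/RFP ratio change of at least 30% with cell ATP level not reduced by more than half and red fluorescence within 50% of control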; further: strong numbers were not always called active
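Material: RFP-PRO-GFP reporter HT1080 cells. Dosing: single-point 20 µM compound, 1% DMSO. Controls: DMSO and RFP-L50D-GFP cell wells. Timing: cells overnight before dosing, compound overnight, 37 °C, 5% CO2. Measure: GFP/RFP fluorescence ratio.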
MsrA inhibitor = bovine MsrA enzyme inhibitors, primary screen, biochemical, absorbance, HTS. Methionine sulfoxide reductase A (Bos taurus). purified bovine MsrA, absorbance read-out. inhibition, % at 15.5 µM. hit rate 0.75% among 360,000. AID 651718, 2012; in the data active means inhibition above about 4.5%;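 further: 0% = vehicle wells with enzyme and 100% = reference inhibitor wells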
MsrA act = bovine MsrA enzyme activators, primary screen, biochemical, absorbance, HTS | Methionine sulfoxide reductase A (Bos taurus) | purified bovine MsrA, absorbance read-out | activation, % at 10.6 µM | hit rate 0.3% among 360,000 | AID 602163, 2012; in the data active means activation above about 7.5%;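 further: 0% = vehicle and 100% = reference activator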
FAS-TE inh = FAS thioesterase domain inhibitors, primary screen, biochemical, fluorescence intensity, uHTS. recombinant FAS-TE, OMFH fluorogenic substrate, fluorescence endpoint. inhibition, % at 15 µM. AID 602261, 2012. hit rate 0.67% among 360,000;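 active means compounds whose normalised, plate-corrected inhibition of enzyme fluorescence in the single-dose primary screen is 50% or more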;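 further: 0% = DMSO with enzyme and 100% = substrate without enzyme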
SKN-1 block = suppressors of acrylamide-induced Pgst-4::GFP reporter in worms, primary screen, SKN-1 inhibitor project, whole organism, uHTS, GFP/RFP fluorescence ratio, strain VP596; C. elegans VP596 Pgst-4::GFP/RFP ratio, 24 h; AID 624304, 2012; hit rate 0.49% among 360,000; inhibition, % at 21.8 µM;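 active means interference check ratio from 0.5 to 1.5 plus GFP to RFP signal ratio inhibition reaching or exceeding a fixed threshold, cut at about 30% in these data, passing the limit was not always enough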; further: some compounds called inactive have numbers as strong as hits
Active calls of the source: *; nt = no result given. Hits appear at their usual frequency. Share with any hit: about 4%.

SMILES | eLon inh | MLLE-PAM2 inh | CendR NRP1 mod | TbMetRS inhib | MT1-MMP act inh | MsrA inhibitor | MsrA act | FAS-TE inh | SKN-1 block
COc1ccc(-c2cc3ccccc3oc2=O)cc1NC(=O)c1ccc([N+](=O)[O-])o1 | -1.9 | -3.5 | -9.9 | 0.0 | 4.8 | 0.2 | -0.6 | 4.6 | -0.9
O=C(COC(=O)c1ccc2c(c1)OCO2)Nc1nc(-c2ccccc2)cs1 | -1.0 | -2.0 | 12.4 | -0.4 | 3.8 | -1.2 | -3.5 | -5.9 | -9.2
CCC(=O)Nc1ccc2oc(-c3cccc(C)c3)nc2c1 | 0.0 | -7.0 | 15.8 | -1.5 | -7.9 | 2.3 | -2.3 | -2.2 | -1.5
OCC1(CCOc2ccccc2)CCN(Cc2ccc3c(c2)OCCO3)CC1 | 5.1 | -11.8 | 9.2 | 0.6 | -2.3 | -0.1 | -1.3 | -1.7 | 5.9
Cc1nc(NC(C)C)c2cnn(CCc3ccccc3)c2n1 | -10.8 | 8.1 | 2.8 | -0.7 | 4.7 | 0.2 | -1.0 | -1.7 | 11.2
Cc1ccc(S(=O)(=O)N2CCC(C(=O)OCC(=O)N3C(C)CCCC3C)CC2)cc1C (stereo unspecified) | -6.9 | -3.3 | 7.7 | -0.3 | 2.6 | 0.5 | 0.1 | 8.0 | 5.8
COc1ccccc1CN1CC(C(=O)NC2(c3ccccc3)CC2)CCC1=O (stereo unspecified) | -14.1 | 3.2 | -6.6 | -0.6 | -2.5 | 1.2 | -6.2 | -1.7 | -11.3
CC(=O)C1=C(C)NC(SCC(N)=O)=C(C#N)C1CC(C)C (stereo unspecified) | 0.2 | 12.3 | 0.8 | -1.0 | 4.4 | -0.2 | -1.9 | -2.3 | -6.2
CC(C)(C)NC(=O)c1ccc2c(c1)N(CC(=O)N1CCN(c3ccc(F)cc3)CC1)C(=O)C(C)(C)O2 | -1.4 | 6.4 | 11.5 | -1.3 | 3.0 | 0.1 | -13.7 | 2.4 | -38.1
Cc1ccc(Cl)cc1NC(=O)CN1CCN(C(=O)C2CCCO2)CC1 (stereo unspecified) | -8.0 | 2.5 | -2.1 | -0.4 | 4.4 | -1.3 | -1.4 | -5.9 | 11.4
COc1ccc(C(C)(O)c2nc(-c3ccc(C)c(C)c3)cs2)cc1 (stereo unspecified) | 2.1 | -14.3 | -3.2 | -0.2 | 4.5 | 0.3 | -2.1 | 13.6 | 32.2
Cc1nn(CCCC(=O)Nc2c(F)cc(F)cc2Br)c(C)c1[N+](=O)[O-] | -1.7 | -7.3 | -15.6 | -0.3 | 2.4 | 0.7 | -4.8 | -1.4 | -0.6
CCOC(=O)C1(C)/C(=N/Nc2ccccc2)C(=O)C(=O)N1c1ccccc1 (stereo unspecified) | -6.4 | -0.1 | -5.4 | -0.5 | 0.9 | 1.0 | -3.7 | -1.3 | 7.4
Cc1cnc(NS(=O)(=O)c2ccc(Cl)cc2)c(Br)c1 | 3.2 | 4.7 | -10.9 | 0.2 | -3.1 | -0.2 | -1.0 | -2.3 | 6.5
CCS(=O)(=O)NCCc1cc2c(OC)ccc(OC)c2[nH]c1=O | -10.4 | 0.2 | 6.6 | 0.0 | -4.2 | -1.2 | -5.0 | -7.3 | -8.0
Nc1ncnc2c1ncn2CCNCCc1ccccc1 | -6.0 | -13.9 | 5.2 | -1.3 | -1.2 | -2.0 | -13.3 | -3.5 | -16.2
CNc1c(NS(=O)(=O)c2ccc(Cl)cc2)c(=O)oc2ccccc12 | 0.2 | -5.3 | 4.8 | -0.6 | 0.8 | 0.1 | -1.2 | -2.6 | 2.9
NC(=S)c1ncc(C(F)(F)F)cc1Cl | -2.4 | 14.8 | -5.0 | 0.5 | -0.6 | -0.6 | -3.6 | -2.7 | 6.8
Cc1ccc2cc(CCNC(=O)c3ccc(S(=O)(=O)N4CCCCC4)cc3)c(=O)[nH]c2c1 | -4.1 | 1.3 | 0.0 | -0.1 | 2.2 | -0.7 | -3.1 | 14.6 | 6.5
O=S(=O)(NCC(c1cccnc1)N1CCN(Cc2ccccc2)CC1)c1ccccc1 (stereo unspecified) | -11.3 | 10.3 | -1.4 | -1.6 | 1.1 | 0.3 | -5.8 | -5.4 | -12.5
O=C(Nc1cccc(Cl)c1N1CCCC1)c1cccc(-c2cc3ccccc3oc2=O)c1 | -7.7 | -7.6 | -7.5 | -0.5 | -9.5 | 0.7 | -1.9 | 27.5 | 3.7
Cn1c(CCNC(=O)C(C)(C)C)nc2ccccc21 | -2.3 | 3.2 | -9.3 | 0.1 | 0.2 | 1.5 | 3.4 | -8.3 | -3.9
Cc1ccc(S(=O)(=O)CC(=O)Nc2ccc(Cl)cn2)cc1 | 5.8 | -4.7 | -5.3 | 0.3 | -2.6 | -1.0 | -0.3 | -3.7 | 21.7
COc1ccccc1CCN1CCCC(CN(C)CC(C)(C)CO)C1 (stereo unspecified) | 5.4 | 2.9 | -4.4 | 0.2 | 0.5 | 1.3 | -11.6 | -3.5 | -9.0
CCC(NS(=O)(=O)c1ccc(C)cc1)C(=O)N1CCOCCOCCOCC1 (stereo unspecified) | 1.1 | -21.1 | 16.6 | -1.1 | 0.6 | 1.0 | -1.1 | -5.9 | 5.4
CN1CCn2cnc(C(=O)NCC(=O)OC(C)(C)C)c2C1=O | 2.7 | 3.0 | 9.3 | -0.7 | 2.1 | -0.7 | -2.2 | -7.7 | -0.9
CC(=O)Nc1ccc(OCC(=O)N2CCc3ccccc3C2)cc1 | -7.3 | -21.7 | 6.9 | 0.4 | -0.5 | 1.4 | -1.1 | -3.3 | 6.4
COc1ccccc1OCC(=O)N1CCN(C(=O)COc2ccccc2OC)CC1 | -0.8 | 24.5 | 14.1 | -0.4 | 0.4 | 1.5 | -1.4 | -4.5 | 12.2
COc1ccc(CN2C(CC(=O)Nc3cccnc3)c3ccc(C(F)(F)F)cc3S2(=O)=O)cc1 (stereo unspecified) | 2.9 | 1.6 | 0.3 | -0.1 | 3.2 | -0.5 | 4.2 | 14.3 | 7.2
COc1ccc(C(=O)N/N=C(\C)c2ccc(NC(=O)Cc3ccccc3)cc2)c(OC)c1 | -15.4 | -10.7 | -10.6 | -0.2 | 1.0 | -0.8 | -1.7 | -5.1 | -4.8
O=C(C[n+]1cc(-c2ccc(F)cc2)n2c1CCC2)Nc1nc(-c2ccccc2)cs1 | -3.1 | 4.4 | 0.7 | -0.1 | -2.2 | 0.9 | -2.4 | -7.8 | 0.1
CN1C(=O)c2ccccc2CC12c1ccccc1C(=O)N2C (stereo unspecified) | 2.2 | -1.2 | -8.9 | 0.2 | 5.5 | 0.8 | -1.0 | -9.8 | 7.8
CCOC(=O)CSc1nnc(CNc2nc(-c3ccccc3)cs2)n1C | -10.3 | 12.9 | 18.5 | -1.1 | 4.0 | -0.1 | -6.0 | -0.4 | -6.8
CCCCCNC(=O)CN(c1ccc2c(c1)OCO2)S(C)(=O)=O | 5.2 | 7.6 | 1.2 | -0.6 | -2.0 | -0.1 | -2.4 | -8.4 | 9.2
CCC1CCCCN1C(=O)CSc1nnc2nc(C)cc(C)n12 (stereo unspecified) | 10.2 | 1.4 | 1.2 | -0.2 | -0.2 | 0.0 | -1.2 | -4.7 | -7.0
CC(C)(C)c1ccc(/C=C/C(=O)NC2CCS(=O)(=O)C2)cc1 (stereo unspecified) | -4.5 | -6.7 | -2.4 | -0.6 | 4.2 | 0.3 | -8.5 | -0.6 | -2.1

Some of these compounds in order of the MLLE-PAM2 inh value, descending:
mol	MLLE-PAM2 inh
COc1ccccc1OCC(=O)N1CCN(C(=O)COc2ccccc2OC)CC1	24.5
CN1CCn2cnc(C(=O)NCC(=O)OC(C)(C)C)c2C1=O	3.0
CC(=O)Nc1ccc(OCC(=O)N2CCc3ccccc3C2)cc1	-21.7

(listing goes on)
SMILES | eLon inh | MLLE-PAM2 inh | CendR NRP1 mod | TbMetRS inhib | MT1-MMP act inh | MsrA inhibitor | MsrA act | FAS-TE inh | SKN-1 block
COc1ccc(Cn2c(-c3ccc(OC)cc3)nc3ccccc32)cc1 | 0.7 | -5.5 | 0.8 | -1.7 | 10.0 | 1.2 | -10.6 | -10.8 | 1.7
CC(=O)c1cccc(NC(=O)CNC(=O)c2cc3ccccc3o2)c1 | -6.5 | -5.1 | 0.2 | -0.7 | 6.0 | 0.2 | -5.4 | -0.8 | -0.9
Nc1ccccc1C(=O)NNC(=O)C(=O)/C=C(\O)c1ccccc1 | -79.8 | -12.5 | -15.5 | 0.3 | -3.0 | 1.1 | -4.2 | 6.0 | 0.7
COc1ccc(-c2cnc3ccccc3n2)cc1NC(=O)CNC(=O)c1ccccc1 | -12.5 | -4.5 | 6.8 | -0.1 | 0.8 | 0.9 | -2.5 | -6.1 | 10.8
Cc1onc(-c2c(Cl)cccc2Cl)c1C(O)c1ccc(F)cc1 (stereo unspecified) | 1.4 | 0.2 | -1.6 | -0.4 | 0.9 | 0.3 | -0.6 | 2.1 | 9.1
Cc1c2n(c3ccccc13)CCC2=O | -4.3 | 3.5 | -4.0 | -0.4 | -6.4 | 2.5 | -3.2 | -2.2 | 16.2
O=C(N/N=C/c1ccc(OC2CSC2)cc1)c1ccc(CN2CCOCC2)cc1 | 2.1 | -2.3 | 6.5 | -0.3 | 6.1 | 3.0 | -3.2 | -0.6 | -4.2
O=C(C1CCN(S(=O)(=O)c2cccnc2)CC1)N1CCN(c2cccc(Cl)c2)CC1 | 2.4 | -9.8 | 5.5 | -0.3 | -3.6 | 0.4 | 0.9 | 33.5 | -9.7
O=C(Nc1ccc(S(=O)(=O)NCc2ccccc2)cc1)Nc1ccc2c(c1)OCO2 | -2.8 | 2.1 | -9.1 | 0.5 | 5.8 | nt | -0.8 | 1.2 | -8.0
CCOc1ccc(NC(=O)C2CC3CCC2C3)cc1 (stereo unspecified) | 13.1 | 5.0 | 27.5* | -0.1 | 1.6 | -1.0 | 1.7 | -3.4 | 0.5
NC(=O)c1cccc(-c2ccnc3c2CC(C(=O)NCc2cccc(Cl)c2)O3)c1 (stereo unspecified) | -1.4 | -9.8 | -4.0 | 5.1 | -1.6 | -0.8 | 0.3 | 2.2 | -5.4
CON=C(C(=O)NC1C(=O)N2C(C(=O)O)=C(CSc3nc(=O)c(=O)[nH]n3C)CSC12)c1csc(N)n1 (stereo unspecified) | 1.8 | 14.9 | -62.2 | -0.5 | 2.3 | 0.0 | -0.1 | -3.4 | -0.9
Fc1ccc(NC(=S)Nc2cccc3ccccc23)cc1 | -7.0 | 18.5 | 28.4* | -0.3 | 4.6 | -1.6 | -1.3 | 6.0 | 17.2
